High-throughput results as filed in PubChem BioAssay.
TAG inh: triacylglycerol accumulation inhibition | H9c2 cells, Nile Red lipid (TAG) fluorescence; cells loaded with 200 µM oleic acid | inhibition, % at 12.5 µM | actives 0.66% (n = 230,000);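 active means pattern-corrected inhibition of lipid staining of at least 50% with the nuclear-stain viability signal not falling by more than 50%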;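 further: 0% = DMSO wells and 100% = triacsin C control wells; some results filed as inactive read as strong as hits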
TAG inh DAPI viability: second read-out of TAG inh, no call of its own (marks repeat the call); DAPI nuclei signal change (viability), lower = more cytotoxic, %;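 whole-well DAPI fluorescence read on a plate reader as a viability signal; minus 50 percent equals half of cells still viable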
Active calls of the source: *; i = inactive.

A first look (16 entries):
molecule,TAG inh,TAG inh DAPI viability
COc1ccc(CCC(=O)N/N=C(\C)c2ccc3c(c2)OCO3)cc1,-3,-1
CCOC(=O)C1=C(COC(=O)CNS(=O)(=O)c2ccc(C)cc2)NC(=O)NC1C (configuration not stated),12,2
COc1ccc(C=NNc2ccc([N+](=O)[O-])cn2)cc1,-19,7
CC#CC(=O)N1CCC(n2nccc2NC(=O)CCc2ccccc2)CC1,-10,3
Cc1ccc(C)c(CSc2ccc3nnc(-c4ccccn4)n3n2)c1,-20,9
N#CC(C(N)=O)=C1CCCCC1,-3,3
O=C(OCC(=O)N1CCCc2ccccc21)c1ccc(S(=O)(=O)C(F)F)cc1,-9,-9
COC(=O)c1ccc(SC)cn1,2,-6
CCOC(=O)c1c(C)[nH]c(C)c1C(=O)COC(=O)/C=C/c1ccccc1[N+](=O)[O-],-30,3
CCCCNC(=O)C(C)N(CCN(C)C)C(=O)CCCN1C(=O)NC(c2ccc(Cl)cc2)C(C(=O)OCc2ccccc2)=C1C (configuration not stated),27,-11
CC1CCCCC1NC(=S)Nc1cccc(S(=O)(=O)N(C)C)c1 (configuration not stated),9,-12
O=C1CCN(CCc2ccccc2)CCN1[C@H](COc1ccccc1)Cc1ccccc1,8,12
COc1ccc2c(c1)[n+](=O)c(C(C)=O)c(C)n2[O-],-3,-7
O=C(CCn1cccc(C(F)(F)F)c1=O)Nc1cccc(C(F)(F)F)c1,-10,4
O=C(OCN1C(=O)c2ccccc2C1=O)c1cc(S(=O)(=O)N2CCOCC2)ccc1F,-6,2
COc1cc(C(c2c(C)[nH][nH]c2=O)c2c(C)[nH][nH]c2=O)cc(OC)c1OC,-15,7

The whole of this part, repeating the preview:
molecule,TAG inh,TAG inh DAPI viability
COc1ccc(CCC(=O)N/N=C(\C)c2ccc3c(c2)OCO3)cc1,-3,-1
CCOC(=O)C1=C(COC(=O)CNS(=O)(=O)c2ccc(C)cc2)NC(=O)NC1C (configuration not stated),12,2
COc1ccc(C=NNc2ccc([N+](=O)[O-])cn2)cc1,-19,7
CC#CC(=O)N1CCC(n2nccc2NC(=O)CCc2ccccc2)CC1,-10,3
Cc1ccc(C)c(CSc2ccc3nnc(-c4ccccn4)n3n2)c1,-20,9
N#CC(C(N)=O)=C1CCCCC1,-3,3
O=C(OCC(=O)N1CCCc2ccccc21)c1ccc(S(=O)(=O)C(F)F)cc1,-9,-9
COC(=O)c1ccc(SC)cn1,2,-6
CCOC(=O)c1c(C)[nH]c(C)c1C(=O)COC(=O)/C=C/c1ccccc1[N+](=O)[O-],-30,3
CCCCNC(=O)C(C)N(CCN(C)C)C(=O)CCCN1C(=O)NC(c2ccc(Cl)cc2)C(C(=O)OCc2ccccc2)=C1C (configuration not stated),27,-11

The list continues.
molecule,TAG inh,TAG inh DAPI viability
CC1CCCCC1NC(=S)Nc1cccc(S(=O)(=O)N(C)C)c1 (configuration not stated),9,-12
O=C1CCN(CCc2ccccc2)CCN1[C@H](COc1ccccc1)Cc1ccccc1,8,12
COc1ccc2c(c1)[n+](=O)c(C(C)=O)c(C)n2[O-],-3,-7
O=C(CCn1cccc(C(F)(F)F)c1=O)Nc1cccc(C(F)(F)F)c1,-10,4
O=C(OCN1C(=O)c2ccccc2C1=O)c1cc(S(=O)(=O)N2CCOCC2)ccc1F,-6,2
COc1cc(C(c2c(C)[nH][nH]c2=O)c2c(C)[nH][nH]c2=O)cc(OC)c1OC,-15,7
O=C(c1cn(-c2ccccc2)nc1-c1cccnc1)N1CCN(S(=O)(=O)c2ccccc2F)CC1,16,8
C[C@@H]1CN([C@H](C)CO)C(=O)c2cc(Br)cnc2O[C@@H]1CN(C)C(=O)Nc1cccc(F)c1,-11,2
COc1cc(C(=O)N2CCCCC2c2cc(C(=O)Nc3ccccc3)no2)cc(OC)c1C (configuration not stated),9,-3
O=C(N/N=C\c1cccs1)c1sccc1-n1cccc1,-10,-6

Other records follow:
molecule,TAG inh,TAG inh DAPI viability
Cc1ccc(S(=O)(=O)N2CCC(C(=O)OCC(=O)N(Cc3ccccc3)C(C)(C)C)CC2)cc1C,3,-6
CCCc1nc2ccccc2c(C(=O)OCC(=O)NC2CC2)c1CC,-6,-11
Cc1cc(C)c2nc(N(CCCN(C)C)C(=O)c3ccc4c(c3)OCCO4)sc2c1,0,20
COc1ccc(S(=O)(=O)NCc2ccccn2)cc1Cl,-4,11
O=C(COC(=O)/C=C/c1cn(-c2ccccc2)nc1-c1ccc2c(c1)OCCO2)NC1CCS(=O)(=O)C1 (configuration not stated),34,10
CCOC(=O)c1ccc(NC(=O)CN2C(=O)CSCC2=O)cc1,-3,-2
S=c1[nH]cc(-c2ccc(Cl)cc2)n1-c1ccccc1,-4,6
Cc1ccc(CNc2ccc3c(c2)ncn3C(C)(C)C)cc1,-11,6
O=S1(=O)OCCC(c2ccccc2)N1Cc1ccccc1 (configuration not stated),10,-2
CN(C)C(=O)c1ccc(NC(=O)c2cc(-c3ccco3)nc3ccccc23)cc1,-6,173

(list continues)
molecule,TAG inh,TAG inh DAPI viability
CC1(C)N=C(N)N=C(N)N1c1ccc(CCCCc2ccccc2)cc1,-37,22
O=S(=O)(NN=C1CCCCCC1)c1ccc(Cl)cc1,-8,-2
CCCC(=O)Nc1cc(C)c(NC(=O)c2ccco2)cn1,4,-12
Cc1ccc(-c2noc(CN3CCC(C(N)=O)CC3)n2)cc1,-13,16
C=CCn1c(SCc2c(C)noc2C)nc2sc3c(c2c1=O)CCC(C)C3 (configuration not stated),85*,-30*
C[C@@H]1CN([C@H](C)CO)C(=O)c2cc(-c3ccc(C(=O)N(C)C)cc3)cnc2O[C@@H]1CN(C)C(=O)c1cccnc1,5,5
O=C(NCc1ccc2c(c1)OCO2)c1c(O)nc2sccn2c1=O,10,-2
COCc1[nH]nc2c1C1(C(=O)N(C)c3ccccc31)C(C#N)=C(N)O2 (configuration not stated),1,-8
O=C(c1ccc2nc(N3CCOCC3)sc2c1)N1CCCC1,12,3
Cn1c(/C=C/c2cccc([N+](=O)[O-])c2)nc2ccccc2c1=O,-2,-2

The results go on:
molecule,TAG inh,TAG inh DAPI viability
OCCC1CN(C2CCN(c3ccccc3)CC2)CCN1Cc1ccc(F)c(F)c1 (configuration not stated),-1,5
Cn1nnnc1SCc1nnc(-c2ccccc2Br)o1,-1,2
Cc1cc(C(=O)N(CCC#N)Cc2cccs2)no1,-8,7
COC(=O)c1ccc(NC(=S)N2CCN(C)CC2)cc1,15,2
CCOc1ccc(S(=O)(=O)Nc2cccc(C(=O)N(C)CC(=O)Nc3ccc(OC)cc3)c2)cc1,-5,1
CCN(CC)P(=O)(Nc1ccc(C)cc1Br)c1ccc(N(C)C)cc1NC(=O)c1ccco1 (configuration not stated),33,5
O=C(COC(=O)c1cc[n+]([O-])cc1)Nc1ccc(Cl)c(C(F)(F)F)c1,-5,3
CC1CCN(CCc2nc3cc(NS(=O)(=O)c4ccccc4)ccc3n2C)CC1,20,-11
C=CCNc1cnn(CC(C)=O)c(=O)c1Br,-1,-4
Cc1ccc(-n2cc(C(=O)c3ccc(N4CCN(C)CC4)cc3)nn2)cc1Cl,1,21

Next results:
molecule,TAG inh,TAG inh DAPI viability
O=C(NCC(=O)N(CC1CCCO1)C(C(=O)NC1CCCC1)c1cccnc1)c1ccco1 (configuration not stated),4,-9
CCC(CCc1ccccn1)C(=O)c1ccccc1 (configuration not stated),4,13
CCCN(CCC)C(=S)NC1CC2C=CC1C2 (configuration not stated),-6,-5
CCN(CC(=O)NCc1cccs1)C(=O)/C=C/c1ccc(F)cc1,1,-5
CCOC(=O)C1(CC2CCCCO2)CCN(Cc2nc(C(C)C)cs2)CC1 (configuration not stated),-24,0
CCOc1ccc(/C=N/NC(=O)C2CC2)cc1OC,-4,3
Cc1cc(C)cc(NC(=O)C(c2ccccc2)N2CCN(CC(=O)NC3CC3)CC2)c1 (configuration not stated),5,-1
CCCc1ccc(OCCNC(=O)C2CCCCC2)cc1,-7,3
CC(C)Cn1c2c(c(O)c(C(=O)Nc3ccc(F)cc3)c1=O)CCCC2,-1,9
O=C(c1cc(-c2ccccc2)nn1-c1ccccc1)N1CCN(S(=O)(=O)c2c(F)cccc2F)CC1,1,1

New compounds follow:
molecule,TAG inh,TAG inh DAPI viability
CC(C)c1ccc(-c2nn[nH]n2)cc1,-4,-7
O=C(O)C1C2CCC(C2)C1C(=O)NCCc1cccc(Cl)c1 (configuration not stated),3,-6
CN1C2C=C3C(C#N)=C(N)C(C#N)(C#N)[C@@H](c4ccc(Cl)cc4)[C@@H]3C1CC2 (some centres not stated),4,10
CCOc1ncccc1C(=O)Nc1ccc(S(=O)(=O)N2CC(C)CC(C)C2)cc1 (configuration not stated),-22,-1
Cc1cc(C)c(C(=O)NCC(=O)c2ccccc2)c(C)c1,-23,-11
CCOC(=O)[C@H]1[C@H]2COc3ccc(OC)cc3[C@@H]2N2C(=O)CN(CC3CCCO3)C(=O)[C@@]12C (some centres not stated),-4,-16
COc1cccc(C2=NOC(C(=O)NCCCn3ccnc3)C2)c1 (configuration not stated),11,6
Nc1nc2c(nnn2Cc2ccc(Cl)c(Cl)c2)c(=O)[nH]1,6,-5
O=C(Nc1cccc(Cl)c1)c1ccc(F)c(S(=O)(=O)NCc2cccs2)c1,-4,-8
Oc1ccc(Cc2ccccc2)c2cccnc12,68,-61

Continuation:
molecule,TAG inh,TAG inh DAPI viability
Cc1ccc(NS(=O)(=O)c2c(C)nc3sccn3c2=O)c(C)c1,-9,-2
Oc1c(CN2CCN(c3ccccn3)CC2)cc(Cl)c2cccnc12,116,-65
COCCNC(=O)C1CCCN(C(=O)c2csc3ccccc23)CC1 (configuration not stated),-10,7
OCC[C@H]1C[C@H](O)[C@@H](O)[C@]2(Cc3ccccc3O2)O1,-7,1
N#CCCCSC1=C(C#N)C(c2ccccc2Cl)CC(=O)N1 (configuration not stated),25,-9
O=C(COC(=O)c1cc(-c2cccc(Br)c2)nc2ccccc12)NCC1CCCO1 (configuration not stated),-3,-1
CC(Oc1ccc(Cl)cc1)C(=O)Nc1ccccc1N1CCOCC1 (configuration not stated),-32,5
O=C(O)c1sc2cccc(Cl)c2c1Cl,-12,11
O=[N+]([O-])c1ccc(-c2nc(-c3ccncc3)no2)cc1,-7,1
COc1cc(/C=N/NC(=O)c2ccc3nc[nH]c3c2)ccc1O,-5,-2

The listing continues.
molecule,TAG inh,TAG inh DAPI viability
CCCCC(=O)c1ccc(OC(=O)c2ccc([N+](=O)[O-])cc2)cc1,5,-3
CC1(C(=O)Nc2ccc(F)c(Cl)c2)Cc2c(-c3ccccc3)ccnc2O1 (configuration not stated),10,-4
C=CCN(Cc1cccs1)C(=O)COc1ccc2c(c1)OCO2,-12,1
O=C(CN1CCOCC1)NCCNS(=O)(=O)c1ccccc1,-9,6
N#CC1=C2SC=C(c3ccc(Br)cc3)N2CCCC1=O,1,3
COc1ccc(C(=O)Nc2nc(OCC(F)(F)F)cnc2/C=C\c2ccccc2)c(OC)c1,16,31
Cc1cc(/C=C2\C(=N)N3N=C(C(C)C)SC3=NC2=O)c(C)n1Cc1ccccc1,5,3
NC(=S)N/N=C/c1ncc(C(F)(F)F)cc1Cl,74,-52
NS(=O)(=O)c1ccc(NC(=O)COC(=O)CCc2c[nH]c3ccccc23)cc1,-1,6
COc1ccc(-c2oc3ccc(N4CCOCC4)cc3c2/C=C/c2ccc(OC)c(OC)c2)cc1,28,i

(listing goes on)
molecule,TAG inh,TAG inh DAPI viability
O=C(CSc1nncs1)NC1CCCc2ccccc21 (configuration not stated),-5,4
CCOC(=O)C1(Cc2ccc(Cl)cc2)CCN(Cc2ccon2)CC1,-4,1
OC(c1ccccc1)c1nc2ccccc2s1 (configuration not stated),7,-10
Cc1ccc(C(=O)Nc2nc(-c3ccc(F)cc3)cs2)o1,-9,1
COc1ccc(CC(=O)Nc2nnc(SCc3ccccc3)s2)cc1S(=O)(=O)N1CCOCC1,-25,-3
Cc1cc(C)n2nc(SCC(=O)Nc3c(C)nn(-c4ccccc4)c3C)nc2n1,19,1
COc1ccccc1-c1cnc(C(O)c2ccc(F)c(C)c2)[nH]1 (configuration not stated),3,-3
CCC1(C)CC(=O)N(c2ccc(C(=O)O)c(O)c2)C1=O (configuration not stated),1,-3
Cc1cc(-c2c(C(=O)N3CCOCC3)c(C)nn2-c2cccc(C(F)(F)F)c2)no1,2,70
COc1ccc(-n2c(=S)[nH]c3cc(C(=O)Nc4cc(OC)c(OC)c(OC)c4)ccc3c2=O)c(OC)c1,2,10

Further records.
molecule,TAG inh,TAG inh DAPI viability
COc1ccc(NC(=O)C2CC(=O)N=C(N)S2)cc1 (configuration not stated),-5,-2
COc1ccc(/C=N/NC(=O)c2cccc(Br)c2)cc1COc1ccccn1,-10,4
CCc1ccc(OCC(=O)O/N=C(\N)c2ccncc2)cc1,1,-7
Cc1ccc(CSCC(=O)N2CCOCC2)cc1,-4,9
Cc1cccc(C(=O)Nc2c(C(=O)N3CCN(C)CC3)cnn2-c2ccccc2)c1,10,1
NC(=O)CSc1nnc2sc3ccccc3n12,1,-4
COc1cc(NS(=O)(=O)c2ccc(NC(=O)/C=C/c3cccc([N+](=O)[O-])c3)cc2)ncn1,-12,2
COc1cccc(OCC(=O)Nc2ccc(OC)c(OC)c2)c1,-7,-1
COc1cc(OC)c(NC(=O)c2ccccc2F)cc1Cl,1,21
Oc1ccccc1C1=NCCNC(C(F)(F)F)=C1,3,-3

Later entries.
molecule,TAG inh,TAG inh DAPI viability
CCOC(=O)c1cn2nc(Oc3ccc(OC)cc3)ccc2n1,9,0
Cc1csc(NC(=O)CSc2nnc(-c3cccnc3)o2)n1,-3,-7
NC(=O)C1CCN(C(=O)c2cc(-c3ccc(Cl)cc3)nc3ccccc23)CC1,1,10
OCCN(CCCn1c(C(F)(F)F)nc2ccccc21)c1nc(CN2CCCCC2)cs1,12,-14

An excerpt. The share of hits here may be higher or lower than overall.
